# High-throughput results (PubChem BioAssay)
# STK33 kinase inh: inhibitors of purified STK33 kinase, primary screen, biochemical, ADP-Glo luminescence, homogeneous, cell-free. hit rate 0.073% among 320,000. AID 2661, 2010. inhibition, % at 10 µM. MBP phosphorylation. Serine/threonine-protein kinase 33 (Homo sapiens), Q9BYT3;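 active = inhibition at or above 25%, using the most active replicate where run in duplicate; inactive = inhibition below 25%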
# Target sequence (Q9BYT3 whole entry, looked up): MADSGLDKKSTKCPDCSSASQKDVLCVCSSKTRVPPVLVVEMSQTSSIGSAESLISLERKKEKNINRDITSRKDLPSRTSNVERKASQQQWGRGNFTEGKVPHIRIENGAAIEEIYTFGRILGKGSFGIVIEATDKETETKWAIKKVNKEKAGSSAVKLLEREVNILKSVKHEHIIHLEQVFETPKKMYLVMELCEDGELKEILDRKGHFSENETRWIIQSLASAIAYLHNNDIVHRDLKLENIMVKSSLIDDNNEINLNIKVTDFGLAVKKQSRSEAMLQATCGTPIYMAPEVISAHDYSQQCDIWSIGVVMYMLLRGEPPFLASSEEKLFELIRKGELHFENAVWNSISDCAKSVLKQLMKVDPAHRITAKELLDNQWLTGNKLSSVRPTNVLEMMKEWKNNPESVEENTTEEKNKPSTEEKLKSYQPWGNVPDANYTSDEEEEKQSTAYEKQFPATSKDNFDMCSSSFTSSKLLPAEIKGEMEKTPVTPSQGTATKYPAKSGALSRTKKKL
# Kir21 inh: inhibitors of mouse Kir2.1 inward-rectifier potassium channel. B-score at 10 µM. HEK293-Kir2.1, FluxOR thallium flux fluorescence; active compounds read low. hit rate 0.85% among 310,000. Inward rectifier potassium channel 2 (Mus musculus), P35561. AID 1672, 2009;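 active = fluorescence ratio B-score at or below minus 3 SD of library scores, with starting-brightness B-score within 2 SD, cut at about -4.2 in these data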;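 also: channel flux triggered by added potassium and thallium sulfate stimulus; B-score of peak minus minimum fluorescence over baseline after thallium stimulus; more negative B-score means stronger Kir2.1 block with less thallium influx; some compounds called inactive have numbers as strong as hits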
# Target sequence (P35561 whole entry, looked up): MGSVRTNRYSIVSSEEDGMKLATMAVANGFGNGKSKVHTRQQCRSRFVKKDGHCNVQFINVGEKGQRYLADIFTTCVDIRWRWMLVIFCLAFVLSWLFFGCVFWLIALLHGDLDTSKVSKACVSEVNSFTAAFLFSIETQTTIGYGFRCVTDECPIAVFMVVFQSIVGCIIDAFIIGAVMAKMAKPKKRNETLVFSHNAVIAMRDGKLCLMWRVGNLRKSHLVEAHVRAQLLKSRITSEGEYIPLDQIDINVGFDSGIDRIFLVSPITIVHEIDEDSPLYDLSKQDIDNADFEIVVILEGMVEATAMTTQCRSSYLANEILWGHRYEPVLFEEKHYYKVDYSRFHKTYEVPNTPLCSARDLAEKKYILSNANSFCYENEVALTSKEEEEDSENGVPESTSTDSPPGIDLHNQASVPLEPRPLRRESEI
# * = called active by the depositor; · = not tested or not shown. The order is random. About 0.84% of those tested had a hit in this group.
# Every second line gives: STK33 kinase inh, Kir21 inh
- Cn1c(Br)nc2c1c(=O)n(CC(O)COc1ccccc1)c(=O)n2C (stereo not drawn)
  -0.1, -0.93
- O=C(N/N=C/c1ccc(OC(=O)c2ccccc2Cl)cc1)c1ccccn1
  -0.2, 0.13
- CC(C)(C)C(=O)Cn1ncc(Br)c(Br)c1=O
  ·, 0.18
- CCc1nnc(NC(=O)CSc2nnc(CNC(=O)c3ccccc3F)n2C)s1
  0.0, 0.71
- CCc1ccc(-c2nc(CSCC(=O)N3CCN(c4ncccn4)CC3)c(C)o2)cc1
  1.5, -0.86
- CC(=O)Nc1ccc(S(=O)(=O)NCCSCc2cccc(Cl)c2)cc1
  0.5, -0.89
- CC1(C)Cc2cccc(OCC(=O)N3CCN(c4cccc(Cl)c4)CC3)c2O1
  ·, -0.25
- CCOC(=O)C1=C(C)OC(N)=C(C#N)C1c1cncc(-c2ccc(F)cc2)c1 (stereo not drawn)
  -0.9, 0.18
- O=C(Nc1cc(S(=O)(=O)N2CCCC2)ccc1OCC(F)(F)F)c1ccc(F)cc1
  -2.3, 1.9
- Cc1ccc(S(=O)(=O)CCC(=O)OCC(=O)NCC(=O)Nc2cccc(C)c2C)cc1
  -2.8, 0.91
- CC1CCN(CCc2nc3cc(NC(=O)COc4ccc(Cl)cc4)ccc3n2C)CC1
  -1.9, -1.2
- Cn1c(CNS(=O)(=O)c2ccc(Cl)cc2)n[nH]c1=S
  -1.4, 0.47
- O=C(Nc1cccc(S(=O)(=O)N2CCOCC2)c1)C1CC1
  -2.2, ·
- Cc1ccc(OC(=O)c2ccc([N+](=O)[O-])cc2Cl)cn1
  0.2, -0.09
- Nc1cc2c(cc1[N+](=O)[O-])OCCOCCOCCO2
  -0.7, 0.75
- Cc1cnc(C(=O)NC(Cc2ccccc2)c2ccccc2)cn1 (stereo not drawn)
  -1.9, -0.02
- O=C(Nc1nc(-c2ccc3c(c2)OCO3)cs1)c1ccncc1
  -0.9, -0.41
- Cn1c(C2CCCN2C(=O)OC(C)(C)C)n[nH]c1=S (stereo not drawn)
  -4.4, 1.1
- S=c1[nH]nc(Cn2cnc3ccccc32)n1-c1ccccc1
  -0.5, 0.71
- O=C(O)CCC(=O)NNC(=O)CCC(=O)Nc1ccccc1
  0.3, 0.4
- COC(=O)c1sc(S(=O)(=O)N2CCC(C(=O)O)CC2)c(C(=O)OC)c1C
  -1.9, 0.53
- CCOC(=O)C1CCCN(Cc2c(Cl)cccc2Cl)C1 (stereo not drawn)
  8.3, -1.5
- O=C(OCc1nnc(-c2ccccc2)o1)c1ccc([N+](=O)[O-])o1
  -0.5, -0.37
- CN(Cc1ccccc1)c1ncc(C=O)s1
  -0.4, -0.03
- O=C1c2cccc3cccc(c23)C(=O)N1CCCCCc1n[nH]c(=S)o1
  2.1, 1.1
- Cc1ccc(C)c(S(=O)(=O)N2CCN(C(=O)[C@H](Cc3ccccc3)NC(=O)c3ccco3)CC2)c1
  -0.7, ·
- COC(=O)c1sccc1NC(=S)N1CCCC(C)C1 (stereo not drawn)
  -0.5, 0.74
- CC(C)COc1ccc(C(=O)Nc2ccc([N+](=O)[O-])cc2)cc1
  0.0, -0.87
- O=C(CN1CCN(Cc2ccc(Cl)cc2)C1=O)NCCCN1CCN(c2ccc(F)cc2)CC1
  -0.8, 0.01
- C/C(=C1/SC(N2CC(C)OC(C)C2)=NC1=O)c1ccccc1 (stereo not drawn)
  0.8, 0.08
- CCOC(=O)c1c(C)[nH]c(C(=O)COC(=O)/C=C/c2ccc(O)c(OC)c2)c1C
  -0.4, 3.5
- CC(C)=C1C2CCC1C1C(=O)N(NC(=O)c3ccco3)C(=O)C21 (stereo not drawn)
  -0.1, 0.93
- CCC(=O)Nc1nc2ccccc2n1CCN(C)C
  -1.1, -0.48
- C/C(=N\OC(=O)c1ccc(F)cc1)c1nccs1
  5.4, -0.29
- CC(c1ccccc1F)n1cc(C(=O)NCCCc2nc3ccccc3[nH]2)nn1 (stereo not drawn)
  -1.4, -0.15
- CC(NC(=O)c1cc2cc(Cl)ccc2oc1=N)c1ccccc1 (stereo not drawn)
  0.0, 0.06
- COc1ccc(/C=N/Nc2cc(C)nc3ccccc23)cc1
  0.8, -6.6*
- COc1ccc(CNC(=O)C(CC(C)C)NC(=O)c2ccccc2C)cc1 (stereo not drawn)
  0.5, 0.17
- CCOC(=O)c1sc(NC(=O)c2cc(-c3ccccc3C)nc3ccccc23)c(C#N)c1C
  2.2, -1.7
- CCN1C=C(Cc2ccc(F)cc2)C2=C(C1)C(c1ccc(F)cc1)C(C#N)=C(N)O2 (stereo not drawn)
  -1.2, -1.6
- Cc1cccc(/C(N)=N/OC(=O)N2c3ccccc3Sc3ccccc32)c1
  0.1, 0.9
- CC(=O)OC(C(=O)NCc1ccc2c(c1)OCO2)c1ccccc1Cl (stereo not drawn)
  -2.9, 0.38
- Cc1ccc(Cl)cc1NC(=O)COC(=O)CSc1ccccc1
  -1.4, ·
- O=[N+]([O-])c1cccc(-c2nnc3ccccn23)c1
  -0.7, -0.31
- O=S(=O)(c1ccc(-c2nnco2)cc1)N1CCCCC1
  -3.5, 1.3
- O=C(CCC1CC(=O)Nc2ccccc21)NCc1ccc(F)cc1 (stereo not drawn)
  -1.7, 0.68
- CS(=O)(=O)Nc1ccccc1C(=O)OCC(=O)N1CCC(c2ccccc2)=N1
  -0.2, ·
- CCCSC1=C(C#N)C(c2cc(OC)ccc2OC)CC(=O)N1 (stereo not drawn)
  -2.3, -0.52
- COc1ccc(C)cc1NC(=O)C1CC(=O)N(CCc2ccccc2)C1 (stereo not drawn)
  2.3, -2.2
- NS(=O)(=O)c1ccc(CCNC(=O)c2ccccc2F)cc1
  -2.3, -1
- COc1cc(NC(=O)c2cccnc2SC)cc(OC)c1OC
  0.5, -0.51
- Nc1ncnc2nc(Sc3ccc(Cl)cc3)[nH]c12
  -1.3, 1.2
- COC(C(=O)Nc1ccc(F)cc1F)c1ccccc1 (stereo not drawn)
  0.2, 0.07
- COc1ccc(C2=NN3C(=O)c4c(ccc(OC)c4OC)C3C2)cc1 (stereo not drawn)
  1.0, 0.02
- COC(=O)CCC(=O)OC1(C)C(=O)C2=CN(CCc3c[nH]c4ccccc34)C(c3ccc(OC)cc3)=CC2=C(Br)C1=O (stereo not drawn)
  0.2, -0.02
- O=C(CN1C(=O)NC2(CCCC2)C1=O)Nc1ccc(F)c(F)c1F
  -0.8, -1.8
- COc1ccccc1-c1nnn(CC#N)n1
  0.7, 1.2
- O=C(O)CCC(=O)Nc1ccc(S(=O)(=O)Nc2nccs2)cc1
  -1.0, 0.38
- COC(=O)COc1cccc2c(=O)n(CC(=O)Nc3ccc4c(c3)OCCO4)ccc12
  3.6, -1.2
- Cc1ccsc1C(=O)N1CCN(C(=O)c2ccco2)CC1
  -1.7, ·

# 5 of these compounds, reformatted.
Compound	STK33 kinase inh	Kir21 inh
CCCSC1=C(C#N)C(c2cc(OC)ccc2OC)CC(=O)N1 (stereo not drawn)	-2.3	-0.52
NS(=O)(=O)c1ccc(CCNC(=O)c2ccccc2F)cc1	-2.3	-1
COC(=O)COc1cccc2c(=O)n(CC(=O)Nc3ccc4c(c3)OCCO4)ccc12	3.6	-1.2
O=C(O)CCC(=O)Nc1ccc(S(=O)(=O)Nc2nccs2)cc1	-1.0	0.38
O=C(CCC1CC(=O)Nc2ccccc21)NCc1ccc(F)cc1 (stereo not drawn)	-1.7	0.68

# Following part:
# Every second line gives: STK33 kinase inh, Kir21 inh
- CN(C)c1ccc(N/C=C/C(=O)c2ccccc2)cc1
  0.0, -0.86
- Cc1ccc(NC(=O)c2nc3nccc(C)n3n2)cc1S(=O)(=O)N1CCCCC1
  1.6, ·
- COc1cc(/C=N/NC(=O)c2ccc(-n3cccc3)cc2)ccc1O
  1.7, 0.39
- COC(=O)C1(C(C[N+](=O)[O-])c2ccc(C)cc2)C(=O)NCC1c1ccco1 (stereo not drawn)
  -1.1, -1.6
- COc1ccc(Cl)cc1NC(=O)C[n+]1cccc(C)c1
  0.0, -0.33
- O=[N+]([O-])c1ccn(-c2nc(-c3ccccc3)cc(C(F)(F)F)n2)n1
  -0.8, 0
- COc1cc2cc(Oc3ccc4ccc(=O)oc4c3)c(=O)oc2cc1OC(=O)/C=C/c1ccccc1
  -1.2, 0.05
- Cc1cccc(NS(=O)(=O)c2cc(OCC(N)=O)c(C)cc2Cl)c1
  0.2, -1.1
- CCn1cc(/C=N/NC(=O)COc2cccc3cccnc23)c2ccccc21
  -0.7, 1.4
- O=C(OCC(=O)c1cccs1)c1ccc([N+](=O)[O-])o1
  -0.1, -0.07
- COc1ccc(C(=O)COc2ccccc2C(=O)Nc2ccccc2)cc1
  -0.2, 0.39
- CCOC(=O)CSc1nc2sc(C(=O)O)c(C)c2c(=O)[nH]1
  -1.1, 0.12
- O=[N+]([O-])c1ccc(CSc2ccc(S(=O)(=O)N3CCCC3)cn2)cc1
  -0.9, ·
- CCOc1ccc(NC(=O)c2ccc3c(c2)CCN3S(C)(=O)=O)cc1
  -0.6, -1.6
- CNc1nc(Cl)nc(Nc2ccccc2)n1
  -1.0, 0.06
- COC(=O)CCC(=O)OC1(C)C(=O)C2=CN(CCN3CCOCC3)C(c3ccc(OC)cc3)=CC2=C(Br)C1=O (stereo not drawn)
  0.8, 2.2
- Cc1ccc(S(=O)(=O)NCCC(=O)N2CCC(C)CC2)cc1
  -2.6, ·
- CCc1c(C)sc(NC(=S)N2CC(C)OC(C)C2)c1C(=O)OC (stereo not drawn)
  -0.4, -0.06
- COc1cccc(C2=NOC(C(=O)NC(C)(C)C)C2)c1 (stereo not drawn)
  -1.2, -0.37
- COc1ccc(CCNC(=O)C2CCCN(c3ncnc4c3nc3n4CCCCC3)C2)c(OC)c1 (stereo not drawn)
  0.6, 0.93
- Cc1ccccc1OCC(=O)NC(=S)Nc1ccc(N2CCOCC2)c(Cl)c1
  -0.6, 2.2
- COCCCNC(=S)Nc1ccc(C)cc1[N+](=O)[O-]
  -1.0, -0.13
- COc1ccc(-c2nnc(SCC(=O)c3cccs3)n2-c2ccc(Cl)cc2)cc1
  -2.1, -0.47
- O=c1cc(Cl)[nH]c(=O)n1Cc1ccccc1
  -0.1, 0.06
- COc1ccccc1NC(=O)CN1C(=O)CSC(C)C1=O (stereo not drawn)
  0.0, -0.91
- COC(=O)c1ccccc1Nc1cc(C)nc2nc(C)nn12
  -2.7, 0.86
- CCOC(=O)C1CCCN(C(=O)c2sc3nc(C)nc(N(CC)CC)c3c2C)C1 (stereo not drawn)
  0.2, 1
- COc1ccc(NC(=O)c2ccc3c(=O)n(-c4ccc(OC)cc4OC)c(=S)[nH]c3c2)cc1
  0.3, 2.1
- COc1cc(C(=O)Nc2ccc3c(c2)N(C(=O)CN2CCN(C)CC2)c2ccccc2CC3)cc(OC)c1OC
  0.0, 0.18
- COc1ccc(OC)c(CCNC(=O)Cn2cccc2C(=O)c2ccccc2C)c1
  0.4, -0.86
- Nc1nc2n(n1)C(c1c(F)cccc1Cl)CC(c1ccc(F)cc1)N2 (stereo not drawn)
  -0.4, -0.3
- CCCNC(=O)CN(Cc1ccco1)S(=O)(=O)c1ccc(OCC)cc1
  -0.2, 1.4
- Cc1cc(C)c2c3c(sc2n1)C1(CCSCC1)C(C#N)=C(N)O3
  1.0, 2.6
- Cc1ccc(S(=O)(=O)N(C)c2ccc(C(=O)N3CCC(C(N)=O)CC3)cc2)cc1
  -1.4, ·
- Cc1cc2c(cc1S(=O)(=O)N1CCN(c3cccc(C)c3C)CC1)OCC(=O)N2
  -0.8, 1.1
- CC(NS(=O)(=O)c1ccc(OCC(=O)NCc2cccnc2)cc1)c1ccccc1 (stereo not drawn)
  -1.2, -0.08
- CCc1ccc(C(=O)NNC(=O)Cn2c(=O)cnc3ccccc32)cc1
  0.1, ·
- CC(=O)c1c(C(C)=O)c(C)n(-c2ccc(N)cc2)c1C
  -0.7, 0.27
- Cn1cccc1CC(=O)N/N=C/c1cccc([N+](=O)[O-])c1
  -1.0, -0.3
- NC(=O)CC(NC(=O)c1ccccc1)c1ccc(NC2CCCCCCC2)c([N+](=O)[O-])c1 (stereo not drawn)
  -1.6, -0.25
- CC1CCCC(NC(=O)NC(=O)CCl)C1C (stereo not drawn)
  0.9, 0.48
- Cn1c(N)c(C(=O)COC(=O)c2cccc(S(=O)(=O)NCc3ccccc3)c2)c(=O)n(C)c1=O
  -0.9, ·
- O=C(N/C(=C/c1ccc(Br)cc1)C(=O)N1CCOCC1)c1ccc(Br)o1
  -0.4, -0.32
- Clc1ccccc1OCc1nnc(-c2ccccc2Br)o1
  -0.9, 0.75
- Cc1cc(C(=O)NC2=NCCS2)cs1
  -0.6, 0.94
- COc1ccc(C(CC(=O)O)NC(=O)c2ccccc2[N+](=O)[O-])cc1 (stereo not drawn)
  -1.2, 0.18
- C[n+]1cccc(C(=O)Nc2ccccc2)c1
  0.0, -0.42
- Cc1cc(=O)[nH]c(/N=C(\N)Nc2cccc3ccccc23)n1
  0.5, 2.1
- CCC(=O)NCc1ccc2[nH]c(C)cc2c1
  0.4, 0.57
- CC(C)CCN1CCN(Cc2cccn2-c2nccs2)CC1CCO (stereo not drawn)
  -0.6, -2.5
- COc1ccc(CN(Cc2cc3cc(OC)c(OC)cc3[nH]c2=O)C(=O)NC2CCCCC2)cc1
  -1.2, ·
- CC(=O)N1CCN=C1SCc1ccccc1F
  0.0, -0.33
- CCc1ccc(Cc2cnc(NC(=O)C3=NCCN3)s2)cc1
  0.7, 0.5
- O=C(NN=Cc1cc(Br)c(O)c(Br)c1)c1ccccc1NS(=O)(=O)c1cccs1
  -2.5, ·
- Cc1sc(N)nc1-c1ccc(Oc2ccccc2)cc1
  0.1, -0.38
